Bioassay records from PubChem BioAssay.
Epigenetic derep: Quantitative High-Throughput Screen for Regulators of Epigenetic Control | murine LDR cells, GFP reporter derepression, 30 h | Potency, µM (top dose mostly 53.9 µM), for the others: at the top dose GFP activation, actives largely listed as activators | 280,000 compounds, 0.2% hits | AID 1865, 2009; also: potency is read from the fitted curve at half-maximal effect; % of control where 0% means no effect; nearly all actives have a fitted effect of over 60% in size
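Derepression of a silenced CMV-GFP reporter in murine LDR cells is scored by enumerating GFP-positive cells with a laser-scanning microplate cytometer after 30 hours of treatment at 37 C.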
aGal spleen mod: qHTS Assay for Inhibitors and Activators of Human alpha-Galactosidase From Spleen Homogenate; Alpha-galactosidase A (Homo sapiens), P06280; human spleen homogenate, 4MU-alpha-Gal fluorescence, 40 min; Potency, µM (top dose mostly 80 µM), for the others: top-dose activity change, negative = inhibition, actives largely listed as inhibitors; 240,000 compounds, 0.008% hits; AID 2107, 2009;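 also: potency is read from the fitted curve at half-maximal effect; 0% = enzyme with vehicle and -100% = no enzyme basal signal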
Target sequence (P06280 32-429 limits assumed): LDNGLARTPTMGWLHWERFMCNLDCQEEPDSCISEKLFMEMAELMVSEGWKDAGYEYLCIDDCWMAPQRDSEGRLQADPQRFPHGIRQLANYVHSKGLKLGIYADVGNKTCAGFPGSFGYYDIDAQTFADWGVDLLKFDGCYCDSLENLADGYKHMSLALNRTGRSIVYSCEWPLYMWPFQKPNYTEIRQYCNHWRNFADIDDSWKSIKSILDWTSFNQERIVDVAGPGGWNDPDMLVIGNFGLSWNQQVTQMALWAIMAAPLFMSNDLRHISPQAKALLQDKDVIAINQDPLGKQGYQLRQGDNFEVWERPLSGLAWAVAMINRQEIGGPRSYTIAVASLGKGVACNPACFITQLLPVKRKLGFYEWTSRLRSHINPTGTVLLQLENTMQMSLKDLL
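Human spleen homogenate (1 ug) as enzyme source, 4-methylumbelliferyl-alpha-D-galactopyranoside 1 mM final, citrate/phosphate pH 5.0 with 0.01% Tween-20. Compounds 40 min at 37C, NaOH/glycine stop; fluorescence Ex 365/Em 440, Hill-fit AC50.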
NPSR antagonist: qHTS Assay for Antagonists of the Neuropeptide S Receptor: cAMP Signal Transduction. Q6W5P4. CHO-NPSR cells, cAMP TR-FRET, antagonist mode. Potency, µM (titrated, usually from 38.3 µM), inactives show at the top dose activity change, negative = inhibition, most hits filed as inhibitors. 220,000 compounds, 1% hits; also: potency is read from the fitted curve at half-maximal effect; % is scaled to controls: 0 for no effect and ±100 for the full control effect; nearly all actives have a fitted effect of over 50% in size; many of its hits are not listed in these tables
Target sequence (Q6W5P4 whole entry, looked up): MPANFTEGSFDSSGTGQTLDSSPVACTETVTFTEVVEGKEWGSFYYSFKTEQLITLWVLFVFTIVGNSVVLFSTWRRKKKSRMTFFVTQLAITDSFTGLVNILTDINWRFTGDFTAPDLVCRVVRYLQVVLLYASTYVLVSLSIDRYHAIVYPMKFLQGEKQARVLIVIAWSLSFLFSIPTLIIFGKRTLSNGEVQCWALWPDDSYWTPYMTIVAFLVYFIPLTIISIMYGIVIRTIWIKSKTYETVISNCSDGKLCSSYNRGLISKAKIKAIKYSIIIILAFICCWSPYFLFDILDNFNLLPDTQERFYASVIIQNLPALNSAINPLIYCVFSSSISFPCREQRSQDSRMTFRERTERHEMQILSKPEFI
TR SRC2 fluor cs: Total Fluorescence Counterscreen for Inhibitors of the Interaction of Thyroid Hormone Receptor and Steroid Receptor Coregulator 2; Potency, µM (series often up to 106 µM), without a hit: at the highest dose fluorescence change, negative = quenching; AID 1479, 2009; 280,000 compounds, 0.29% hits; TRb/SRC2 Texas Red total fluorescence interference; active = well fitted curve in either direction with a large enough effect; inconclusive = small, poorly fitted or top-dose-only effect; also: potency is read from the fitted curve at half-maximal effect; % is scaled to controls: 0 for no effect and ±100 for the full control effect
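Human TRβ ligand-binding domain (0.6 uM) and Texas Red SRC2 peptide (20 nM) in Tris buffer with 1 uM T3 and 5% DMSO were incubated with pinned compound for 5 hr at ambient temperature. Total fluorescence was computed as S + 2P (555/632 nm).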
Tau fluor cs: Counterscreen qHTS for Inhibitors of Tau Fibril Formation, Fluorescence Polarization | Potency, µM (doses to about 57.7 µM), inactives show at the highest dose activity change, negative = decrease | AID 1463, 2008 | tau K18 P301L Alexa594 fluorescence, heparin fibrillization | 280,000 compounds, 0.93% hits; also: potency is read from the fitted curve at half-maximal effect; % is scaled to controls: 0 for no effect and ±100 for the full control effect; nearly all actives have a fitted effect of over 55% in size
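Human tau K18 P301L (15 uM unlabeled, 0.24 uM Alexa 594-labeled) in 100 mM sodium acetate pH 7 with 20 uM heparin, 6 hr at 37 C. ThT 30 uM added, 1 hr ambient; Alexa 594 FP and total fluorescence read at 555/632 nm.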
Tau fibril FP: qHTS for Inhibitors of Tau Fibril Formation, Fluorescence Polarization; K18 P301L tau heparin fibrillization, Alexa594 FP, 6 h; Potency, µM (titrated, usually from 57.7 µM), inactives show at the highest dose activity, negative = inhibition, hits mostly inhibitors; 280,000 compounds, 0.39% hits; also: potency is read from the fitted curve at half-maximal effect; % is scaled to controls: 0 for no effect and ±100 for the full control effect; nearly all actives have a fitted effect of over 55% in size
Target sequence (P10636 561-689 P618L limits assumed): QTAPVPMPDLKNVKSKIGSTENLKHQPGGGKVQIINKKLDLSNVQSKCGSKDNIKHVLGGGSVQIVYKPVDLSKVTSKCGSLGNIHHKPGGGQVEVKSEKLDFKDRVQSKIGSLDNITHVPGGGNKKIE
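FP of Alexa 594-tau after heparin (20 uM) induction. Substrate: human K18 P301L, 15 uM unlabeled, 0.24 uM labeled. Buffer 100 mM sodium acetate pH 7. 6 hr, 37 C.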
CBFb-RUNX1 inh: qHTS Assay for Compounds Blocking the Interaction Between CBF-beta and RUNX1 for the Treatment of Acute Myeloid Leukemia; AlphaScreen CBFb-His/RUNX1-biotin binding, biochemical; Potency, µM (highest dose often 59.8 µM), inactives show top-dose activity, negative = inhibition, most hits filed as inhibitors; 230,000 tested, under 10 active; AID 1477, 2009; also: % of control where 0% means no effect
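Room-temperature protein-protein interaction test with 30 nM each of His-tagged CBF-beta and biotinylated RUNX1, 15 min with compound, then 90 min with nickel plus streptavidin beads. Signal read in AlphaScreen mode.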
TRb-SRC2 inh: qHTS for Inhibitors of the Interaction of Thyroid Hormone Receptor and Steroid Receptor Coregulator 2 | Potency, µM (series often up to 106 µM), for inactives: top-dose activity change, negative = inhibition, usual class: inhibitors | 280,000 compounds, 0.065% hits | Thyroid hormone receptor beta (Homo sapiens), P10828 | TRbeta-SRC2 peptide binding, fluorescence polarization; receptor liganded with 1 µM T3;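 also: potency is read from the fitted curve at half-maximal effect; plate controls were bound peptide for no effect and peptide without receptor for full effect; nearly all actives have a fitted effect of over 50% in size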
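Assay buffer: 20 mM Tris-HCl, 100 mM NaCl, 10% glycerol, 1 mM EDTA, 0.01% NP-40, 1 mM DTT, 1 uM T3, 5% DMSO; TRb LBD 0.6 uM, Texas Red SRC2 20 nM; FP after 5 hr.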
* marks the source's active call; other numbers are inactive results; ? = inconclusive; / = no result given; & = joins results of further samples; [ ] = remark or other dose. Unless noted, calls follow the shape of the dose curve; as a rule, active = well fitted curve in the direction sought with a large enough effect; inconclusive = small, poorly fitted or top-dose-only effect, or another doubt; inactive = no such curve, though single readings can be large; an effect the other way counts as inactive or inconclusive.

SMILES | Epigenetic derep | aGal spleen mod | NPSR antagonist | TR SRC2 fluor cs | Tau fluor cs | Tau fibril FP | CBFb-RUNX1 inh | TRb-SRC2 inh
COc1cccc(C2/C(=C(\O)c3c(C)nc4c(C)cccn34)C(=O)C(=O)N2CCCN(C)C)c1 (stereo unspecified) | -1.7% | 0% | -2%[46.1 µM] | -1% | 1% | -4% | 6% | -3%
Cc1cc(C)cc(OCC(=O)OCCN2C(=O)c3ccccc3C2=O)c1 | 0.8% | 2% | -2%[46.1 µM] | -5% | -15% | -11% | -6% | -4%
CCCc1cc(=O)[nH]c(Nc2ccc(C(=O)O)cc2)n1 | 0.0% | / | / | -31% | -12% | -2% | / | 4%
CC(C)OP(=O)(c1ccc(N(C)C)cc1)C(O)c1ccncc1 (stereo unspecified) | -1.9% | -3% | -8%[46.1 µM] | -3% | 0% | ? | 2% | -11%
Fc1ccc(-c2cc(-c3nc(-c4ccc(Cl)cc4)no3)[nH]n2)cc1 | -0.2% | / | / | -2% | -7% | ? | / | 0%
O=C(Nc1cccc(-c2nc3cccnc3s2)c1)C1c2ccccc2Oc2ccccc21 | 13% | -3% | -45% | 1% | -20% | ? | -1%[2.36 µM] | 5%
CCOC(=O)N1CCN(CCC(=O)Nc2ccc(OC(F)(F)F)cc2)CC1 | 0.0% | -6% | -6%[46.1 µM] | -1% | -5% | 4% | 4% | 6%
CCOC(=O)Cn1c(=O)c2c(nc3n2CCS3)n(C)c1=O | -0.4% | 8% | 9%[46.1 µM] | -3% | 8% | 1% | 3% | -4%
O=S(=O)(NC(=NCc1ccccc1)c1ccc(F)cc1)c1ccc(Cl)cc1 | -0.9% | 6% | -18% | -1% | -13% | -8% | 4% | 4%
Cc1ccc(C(=O)N2CCN(C(=O)CN3CCOCC3)C2)cc1 | 0.9% | 0% | -13%[46.1 µM] | 3% | -2% | 3% | 5% | -2%
CN(C)C=NC(=O)c1cc(C(=O)c2ccc(Cl)cc2Cl)c[nH]1 | 1.2% | -3% | -24% | -2% | 6% | 1% | -1% | -3%
CC(=O)c1cccc(NC(=O)c2ccc3c(c2)c(C)c(C)n3Cc2ccc(Cl)cc2)c1 | -5.3% | / | / | 0% | -28% | -8% | / | 6%
NC(C(=O)N[C@@H]1C(=O)N2C(C(=O)O)=C(Cl)CS[C@H]12)c1ccccc1 (stereo partly specified) | -1.2% | 4% | -3%[46.1 µM] | 0% | -15% | ? | -15% | 8%
CCOc1ccc(CNC(=S)N/N=C/c2ccc(OC)c(OC)c2)cc1 | -1.0% | 0% | 12% | -4% | ? | -17% | -11% | -4%
O=C(O)Cc1ccc(C(=O)c2ccccc2F)s1 | -6.8% | 7% | -4%[46.1 µM] | 2% | -12% | 2% | 1% | 10%
Cc1cc(C)cc(-n2ccnc2SCC(=O)Nc2ccc(C)c(Cl)c2)c1 | 0.0% | / | / | -3% | ? | -21% | / | 0%
O=C(Nc1cccnc1Cl)c1cc(-c2cccc(Cl)c2)on1 | 0.0% | / | / | 1% | -8% | -5% | / | -4%
Cc1ccc(-n2c(C)nn(CCOc3ccccc3)c2=O)cc1 | -0.3% | -2% | 6% | 0% | 12% | 8% | 1% | -2%
CC(SC(=S)N(C)Cc1cccs1)C(=O)O (stereo unspecified) | 0.0% | 5% | 3% | -6% | 19% | 6% | 0% | 2%
c1cncc(CSc2ccc(-c3cccs3)nn2)c1 | 3.9% | 3% | -4% | 0% | -7% | -3% | -1% | -4%
COCCn1c(=NC(=O)c2ccc(S(=O)(=O)N3CCCc4ccccc43)cc2)sc2cc(S(C)(=O)=O)ccc21 | 0.0% | -7% | -6% | -1% | -3% | -1% | 1% | -5%
O=C1C2=C(Nc3ccccc3SC2c2ccc(C(F)(F)F)cc2)c2ccccc21 (stereo unspecified) | -0.7% | / | / | 0% | 2.8µM*[quencher] | 10µM* | / | -1%
OC1=C(O)c2nc3cc(C(F)(F)F)ccc3nc21 | 1.8% | 9% | 0% | -4% | -12% | 2% | 8% | -1%
CCCSCCCNC(=O)c1ccc2c(c1)sc1nc(-c3ccc(OCC)cc3)cn12 | 0.0% | / | / | -1% | -7% | 1% | / | -4%
CC1C2CC(C(S(=O)(=O)N3CCOCC3)C2=O)C1(C)C (stereo unspecified) | 1.7% | -1% | -4%[46.1 µM] | 1% | -8% | ? | 1% | -3%
CCOC(=O)c1c(S(=O)(=O)N2CCC(C(=O)Nc3ccc(C)c(Cl)c3)CC2)c(C)n(C)c1C | 3.9% | / | / | -6% | -4% | -6% | / | -1%
CCS(=O)(=O)N1CCC(C(=O)NCc2ccc3c(c2)OCO3)CC1 | -2.9% | -5% | 4% | 1% | 1% | 8% | -3% | -7%
Cc1ccc(Cn2nnc3c(=O)[nH]c(C4CCN(S(=O)(=O)c5ccc(C)cc5)CC4)nc32)cc1 | -1.5% | 0% | -25%[46.1 µM] | 1% | -18% | 4% | -11% | 12%
Cn1c(SCc2ccc(F)cc2)nc2ccc(C(=O)NCc3ccc(Cl)cc3)cc21 | 1.4% | / | / | ? | ? | -16% | / | -3%
COc1ccc(/C=C/C(=O)Nc2ccc3nc(N4CCCCC4)cc(C)c3c2)cc1OC | 16% | / | / | -7% | 7.9µM*[quencher] | ? | / | 1%
COc1cccc(CNC(=O)Cn2c(=O)oc3cc(S(=O)(=O)N4CCCC4)ccc32)c1 | 0.7% | / | / | -1% | -5% | -4% | / | -1%
Cc1nc2sc(C(c3ccc(Cl)cc3)N3CCOCC3)c(O)n2n1 (stereo unspecified) | 0.8% | -3% | 10%[46.1 µM] | -3% | -11% | -5% | 2% | 1%
CCOc1ccc(Nc2nc(Cc3nnc(SCC(=O)c4ccc(C)cc4)o3)cs2)cc1 | 1.0% | 0% | -20%[46.1 µM] | -1% | ? | 15% | -5% | -1%
CCOC(=O)c1cnc2c(N=Nc3cccc(Cl)c3)c(N)nn2c1N | -1.1% | 5% | -7%[46.1 µM] | -1% | -13% | -3% | 3% | 3%
CC(=O)Nc1ccc2ccc3cccc4ccc1c2c34 | 3.5% | -7% | 2%[46.1 µM] | 4% | -14% | 9% | 15% | -2%
Cc1ccccc1CN(c1ccc(C(=O)Nc2ccccc2C(=O)N2CCCC2)cc1)S(C)(=O)=O | -10% | -20% | -22%[46.1 µM] | -3% | -13% | 5% | -1% | 2%
COc1ccc(S(=O)(=O)NCC2CCC(C(=O)NCCC(C)C)CC2)cc1 (stereo unspecified) | 0.2% | -5% | 1% | -3% | -9% | 0% | -4% | 0%
O=C(NNC(=S)Nc1ccc(Cl)cc1Cl)c1ccncc1 | -1.0% | -3% | 5% | 1% | -2% | 6% | 0% | 1%
Cn1c(=O)c2c(SCC(=O)N3CCOCC3)nc(CC(C)(C)C)nc2n(C)c1=O | 0.0% | -1% | -4%[46.1 µM] | -6% | 4% | 12% | 0% | -2%
CC(C)c1ccc(OCC(=O)NCCS(=O)(=O)N2CCN(c3ccc(F)cc3)CC2)cc1 | 0.0% | / | / | -3% | 0% | -8% | / | -2%
COc1ccc(OC)c(C(C(=O)NCc2ccco2)N(C(=O)Cn2nnc3ccccc32)C2CC2)c1 (stereo unspecified) | -0.8% | -2% | -23%[46.1 µM] | -8% | -10% | -9% | -5% | 4%
CCCn1c2ccccc2c2nnc(SCC(=O)Nc3c(C)n(C)n(-c4ccccc4)c3=O)nc21 | -1.1% | -4% | 20% | -5% | -6% | -6% | 3% | 3%
Cc1ccc(CN2CCN(CC3CC4C=CC3C4)CC2)cc1 (stereo unspecified) | 0.1% | -1% | -10%[46.1 µM] | 2% | -12% | -14% | -1% | -6%
Cc1ccc(S(=O)(=O)C2(C(=O)Nc3ccc4c(c3)OCO4)CC2)cc1 | -0.8% | 5% | -6%[46.1 µM] | 0% | -10% | -3% | 13% | 0%
COc1cccc(CNC(=O)Nc2ccc3c(c2)N(C)C(=O)c2ccccc2S3)c1 | 4.7% | / | / | -1% | -6% | -5% | / | -2%
COc1ccc(-n2c(=O)c3ccccc3n(Cc3ccc(F)cc3Cl)c2=O)cc1OC | -0.9% | / | / | 3% | -3% | -5% | / | -2%
CN(C)P(=NC(=O)COc1ccc(Cl)cc1Cl)(N(C)C)N(C)C | 0.5% | 8% | 11%[46.1 µM] | 3% | 1% | -1% | 3% | 3%
O=C(/C=C/c1ccco1)Nc1nc(-c2ccccc2)cs1 | 0.0% | 1% | -35% | -2%[53 µM] | -24% | 1% | -10% | 9%[53 µM]
Cc1ccc(CC(=O)NCc2nc(-c3cccc(C)c3)no2)cc1 | -1.0% | / | / | -1% | -27% | 2% | / | -3%
Cc1nc2ccccn2c1/C(O)=C1\C(=O)C(=O)N(CCN2CCOCC2)C1c1ccncc1 (stereo unspecified) | -2.9% | -19% | -1%[46.1 µM] | 1% | -7% | -10% | 3% | 0%
O=C(CC1Nc2ccccc2NC1=O)c1ccccc1 (stereo unspecified) | ? | 5% | -13%[46.1 µM] | -3% | -12% | -6% | 12% | -14%
O=C(NCCc1ccc2c(c1)OCCO2)c1ccccc1F | -3.8% | 0% | 4% | -2% | 9% | 11% | -2% | 2%
O=C(/C=C/c1ccccc1)c1ccccc1O | 0.0%&2.4% | 2%&-4% | -1% | -1%&0% | 2%&-10% | 9%&6% | 21% | 5%&-3%

A run of entries from the list above, as a working copy:
SMILES | Epigenetic derep | aGal spleen mod | NPSR antagonist | TR SRC2 fluor cs | Tau fluor cs | Tau fibril FP | CBFb-RUNX1 inh | TRb-SRC2 inh
O=C(NCCc1ccc2c(c1)OCCO2)c1ccccc1F | -3.8% | 0% | 4% | -2% | 9% | 11% | -2% | 2%
O=C(/C=C/c1ccccc1)c1ccccc1O | 0.0%&2.4% | 2%&-4% | -1% | -1%&0% | 2%&-10% | 9%&6% | 21% | 5%&-3%

An excerpt; count on the stated rates, not on these rows.
